Assay outcomes: PubChem BioAssay, National Center for Advancing Translational Sciences (NCATS)
D1 PAM: human D1 dopamine receptor positive modulation. P21728. HEK293 TREx D1 cells, calcium flux, dopamine EC20 potentiation. potentiation, % at 10 µM. 360,000 tested, 0.036% active; in the data active = potentiation above about 30%; note: 0% is about no effect
D1 antagonist: antagonists of human D1 dopamine receptor; 360,000 tested, 3.2% active; AID 504652; activity change, negative = inhibition, % at 10 µM; P21728; HEK293 TREx D1 cells, calcium flux, dopamine EC80; stronger effect = lower value; in the data active = activity change below about -30%; note: % is set by controls: 0 for no effect and ±100 for the full control effect
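After overnight tetracycline induction at 30 C, force-coupled D1 HEK293 cells took up a no-wash calcium dye at room temperature. Compounds were added and monitored 180 s, and the response to EC80 dopamine was then recorded.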
D1 ag: human D1 receptor agonism | HEK293 T-REx D1 cells, calcium flux, agonist mode | activation, % at 2 µM | 360,000 tested, 1% active | AID 504660; in the data active = activation above about 30%; note: 0% is about no effect
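Agonism was scored from calcium flux recorded over 180 s (1 read/s) after pintool compound addition, following a 10-cycle baseline. Cells were inducible force-coupled HEK293 TREx D1, plated overnight at 30 C and loaded with no-wash calcium dye.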
GRP78 ERSR act: inducers of ER stress response in human glioma cells; 420,000 tested, 0.02% active; U87-MG GRP78 promoter luciferase reporter, 16 h; AID 602332; Potency, µM, inactives show at the highest dose activation, hits mostly activators; note: potency is the fitted concentration of half-maximal effect; series mostly up to about 76 µM; % of control where 0% means no effect; nearly all actives have a fitted effect of over 35% in size
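ERSR induction read as luciferase luminescence (Bright-Glo, 10 min at room temperature) in stably transfected human U87-MG glioma cells exposed to compounds for 16 h, using GRP78 as sensor.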
Vif-APOBEC3F blk: Vif-A3F binding inhibition; AID 602313; Potency, µM (series often up to 46.1 µM), for the others: at the top dose activity, negative = active; 390,000 tested, 0.2% active; HeLa A3F-eYFP + Vif (tagged APOBEC3F with the HIV-1 protein that degrades it), YFP fluorescence increase; note: potency is the fitted concentration of half-maximal effect; % of control where 0% means no effect; nearly all actives have a fitted effect of over 65% in size
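Fluorescence increase (Ex 488/Em 500-530) after overnight compound treatment at 37 deg C flags inhibition of Vif-driven A3F-eYFP loss in stable HeLa A3F-eYFP/Vif cells seeded overnight beforehand.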
D2 potentiator: D2 dopamine receptor (human) potentiation | HEK293 T-REx D2, calcium flux, EC20 dopamine potentiation | potentiation, % at 10 µM | 340,000 tested, 0.34% active;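 active = potentiation over 3 SD above the plate norm, cut at about 30% in these data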; note: 0% is about no effect
Target sequence (P14416 whole entry, looked up): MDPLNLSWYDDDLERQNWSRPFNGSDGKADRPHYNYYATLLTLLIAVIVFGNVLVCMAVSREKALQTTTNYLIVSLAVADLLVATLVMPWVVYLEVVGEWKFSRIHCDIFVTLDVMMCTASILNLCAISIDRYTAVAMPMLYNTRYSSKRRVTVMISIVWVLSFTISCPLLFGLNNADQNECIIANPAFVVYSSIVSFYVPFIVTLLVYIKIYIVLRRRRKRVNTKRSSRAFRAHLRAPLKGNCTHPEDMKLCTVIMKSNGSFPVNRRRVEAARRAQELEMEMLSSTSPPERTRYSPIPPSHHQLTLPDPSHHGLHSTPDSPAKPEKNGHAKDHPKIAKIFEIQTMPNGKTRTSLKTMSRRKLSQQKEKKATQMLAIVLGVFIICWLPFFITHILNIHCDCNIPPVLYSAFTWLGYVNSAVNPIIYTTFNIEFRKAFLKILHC
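Tetracycline-induced Hek293 Trex D2 cells, force-coupled to calcium, loaded with no-wash calcium dye. Compound added with 180 s kinetic read for agonism, then EC20 dopamine and a further 180 s read for potentiation.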
LDHA block: LDHA (human) enzyme inhibition; AID 1347041; activity change, % (values are at about 110 or 230 µM); 480,000 tested, 0.15% active; P00338; purified LDHA, NADH/diaphorase-resazurin fluorescence; stronger effect = lower value; in the data active = activity change below about -30%; inconclusive = mostly about -25% to -30%;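 note: plate controls were DMSO wells for no effect and wells without enzyme for full effect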
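Remaining NADH was detected by diaphorase (0.133 mg/mL) converting 37 µM resazurin to fluorescent resorufin, read at 0 and 20 minutes. The preceding 5-minute room-temperature reaction used 2 nM LDHA, 0.2 mM sodium pyruvate and 0.06 mM NADH at pH 7.4.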
RXFP1 ag: activates the human relaxin receptor RXFP1; Q9HBX9; HEK293T-RXFP1 cAMP TR-FRET, 30 min; response scale: percent of porcine relaxin response, buffer zero; Potency, µM (highest dose often 57.5 µM), without a hit: at the top dose activation, most hits filed as activators; 370,000 tested, 0.3% active; note: potency is the fitted concentration of half-maximal effect; % is set by controls: 0 for no effect and ±100 for the full control effect; nearly all actives have a fitted effect of over 60% in size; many of its hits are not listed in these tables
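cAMP rise read by TR-FRET after 30 min, 37C compound exposure (up to 58 uM) in RXFP1-transfected HEK293 cells with Ro 20174 present. EC50 from Hill-equation fits, with 29 nM porcine relaxin as 100% and buffer as basal.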
Vif-A3G inh: blocks the Vif interaction with human APOBEC3G; HeLa A3G-eYFP + Vif (tagged APOBEC3G with the HIV-1 protein that degrades it), YFP fluorescence, overnight; Potency, µM (highest dose often 46.1 µM), inactives show top-dose activity, negative = active, most hits filed as inhibitors; 410,000 tested, 0.076% active;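 note: potency is the fitted concentration of half-maximal effect; % is set by controls: 0 for no effect and ±100 for the full control effect; nearly all actives have a fitted effect of over 60% in size; hits raise eYFP signal because A3G escapes Vif-driven loss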
Target sequence (Q9HC16 whole entry, looked up): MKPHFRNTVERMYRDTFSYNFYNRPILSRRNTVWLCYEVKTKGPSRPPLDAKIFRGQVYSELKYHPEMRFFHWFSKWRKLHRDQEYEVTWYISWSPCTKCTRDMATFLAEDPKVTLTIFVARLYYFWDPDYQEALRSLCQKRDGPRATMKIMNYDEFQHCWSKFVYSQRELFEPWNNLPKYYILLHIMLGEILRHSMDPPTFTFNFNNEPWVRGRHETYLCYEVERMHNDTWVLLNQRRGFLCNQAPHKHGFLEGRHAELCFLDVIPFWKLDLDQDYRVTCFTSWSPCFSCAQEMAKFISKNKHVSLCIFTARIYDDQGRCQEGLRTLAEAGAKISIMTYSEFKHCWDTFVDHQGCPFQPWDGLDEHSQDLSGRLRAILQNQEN
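Read-out is eYFP fluorescence (Ex 488/Em 500-530) from Vif-expressing HeLa A3G-eYFP cells; more signal means A3G escaped Vif-mediated degradation. Cells plated overnight, compound pinned in, incubated overnight at 37 deg C.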
Active calls of the source: *; & = joins results of further samples. Unless noted, calls come from the whole dose curve; as a rule, active = well fitted curve in the direction sought with a large enough effect; inconclusive = small, poorly fitted or top-dose-only effect, or another doubt; inactive = no such curve, though single readings can be large; an effect the other way counts as inactive or inconclusive. Some of the compounds tested; rates above refer to the full screens.

`COc1ccc(-c2nc(C)c(CCNC(=O)c3ccc(F)c(F)c3)s2)cc1` gave D1 PAM -3, D1 antagonist -8, D1 ag 1, GRP78 ERSR act 2%, Vif-APOBEC3F blk 5%, D2 potentiator 7, LDHA block 0, RXFP1 ag 5.2% and Vif-A3G inh 1%.
`CCN(CC)S(=O)(=O)c1ccc(N2CCCC2)c(NC(=O)c2ccc(OC)cc2OC)c1` gave D1 PAM 9, D1 antagonist -7, D1 ag 0, GRP78 ERSR act -3%, Vif-APOBEC3F blk 17%, D2 potentiator 21, LDHA block -3, RXFP1 ag -0.2% and Vif-A3G inh 0%.
Screening CCNc1ccc(-c2nc(-c3ccccn3)no2)cc1[N+](=O)[O-] returned D1 PAM -4, D1 antagonist 4, D1 ag 1, GRP78 ERSR act 4%, Vif-APOBEC3F blk -14%, D2 potentiator -13, LDHA block -1, RXFP1 ag -4.8% and Vif-A3G inh 6%.
For COc1ccc2nc(NC3=NC(C(=O)Nc4ccc(C)cc4)CC(=O)N3)nc(C)c2c1 (stereo not drawn) the results were D1 PAM -3, D1 antagonist 12, D1 ag 0, D2 potentiator 8 and RXFP1 ag 3.3%.
For Cc1sc2nc(CN3CCCC3)nc(N3CCN(S(=O)(=O)c4ccccc4)CC3)c2c1C the results were D1 PAM -5, D1 antagonist 5, D1 ag 2, GRP78 ERSR act -4%, Vif-APOBEC3F blk -4%, D2 potentiator -14, LDHA block -4, RXFP1 ag 3.7% and Vif-A3G inh 5%.
Screening CCC(=O)Nc1ccc(NC(=O)CSc2nc3cc4c(cc3cc2C)CCC4)cc1 returned D1 PAM 8, D1 antagonist 1, D1 ag 6, GRP78 ERSR act -2%, Vif-APOBEC3F blk -6%, LDHA block -9, RXFP1 ag -1.0% and Vif-A3G inh -3%.
For CCc1c(C)nc2ncnn2c1N1CCCC(C(=O)NCc2ccc3c(c2)OCO3)C1 (stereo not drawn) the results were D1 PAM 6, D1 antagonist 3, D1 ag 0, GRP78 ERSR act -4%, Vif-APOBEC3F blk 3%, D2 potentiator -6, LDHA block 4, RXFP1 ag 1.1% and Vif-A3G inh 3%.
Cc1nn(C(=O)c2c(F)cccc2F)c(C)c1S(=O)(=O)N1CCCCCC1 was read as D1 PAM -4, D1 antagonist -63*, D1 ag 4, GRP78 ERSR act -2%, Vif-APOBEC3F blk 2%, D2 potentiator 13, LDHA block 4, RXFP1 ag 2.9% and Vif-A3G inh -6%.
Screening COC(=O)c1ccc2oc(=O)c(S(=O)(=O)c3ccc(C)cc3)cc2c1 returned D1 PAM -1, D1 antagonist -3, D1 ag 2, GRP78 ERSR act 3%, Vif-APOBEC3F blk -4%, D2 potentiator 16, LDHA block 0&-5, RXFP1 ag 15% and Vif-A3G inh 1%.
For Cc1nn2c(-c3ccccn3)ccnc2c1Br the results were D1 PAM -2, D1 antagonist 4, D1 ag 0, GRP78 ERSR act -2%, Vif-APOBEC3F blk -19%, D2 potentiator 1, LDHA block 1, RXFP1 ag 5.3% and Vif-A3G inh -2%.
COc1cc2c(cc1NC(=O)COC(=O)Cn1cnc3ccccc31)oc1ccccc12 was read as D1 PAM -7, D1 antagonist -17, D1 ag 7, GRP78 ERSR act 1%, Vif-APOBEC3F blk 6%, D2 potentiator -7, LDHA block -9, RXFP1 ag -0.3% and Vif-A3G inh 2%.
`CCCCOc1cccc(C(=O)N(Cc2sccc2C)C2CCS(=O)(=O)C2)c1` (stereo not drawn) gave D1 PAM 0, D1 antagonist 11, D1 ag 3, D2 potentiator -6, LDHA block -1 and RXFP1 ag 0.6%.
For COc1ccc2c(c1)CC(C(=O)Nc1ccc(Cl)cc1)/C(=N/O)O2 (stereo not drawn) the results were D1 PAM 6, D1 antagonist 2, D1 ag 2, GRP78 ERSR act 0%, Vif-APOBEC3F blk 3%, LDHA block -2, RXFP1 ag 5.5% and Vif-A3G inh -7%.
`O=C(c1cc(F)ccc1F)C1CCCN(C(=O)c2cccs2)C1` (stereo not drawn) gave D1 PAM 4, D1 antagonist 8, D1 ag 0, Vif-APOBEC3F blk -30%, D2 potentiator 8, LDHA block -7, RXFP1 ag -2.2% and Vif-A3G inh -10%.
Screening COc1cc(C#Cc2c(C=O)n(C)c3ccccc23)cc(OC)c1 returned D1 PAM 0, D1 ag 5, GRP78 ERSR act -2%, Vif-APOBEC3F blk -17%, D2 potentiator 6, LDHA block -5, RXFP1 ag 6.0% and Vif-A3G inh -7%.
CCCN(CC(=O)Nc1ccc(Cl)cc1Cl)Cc1cc(=O)n2ccsc2n1 was read as D1 PAM -5, D1 antagonist -1, D1 ag 5, GRP78 ERSR act -6%, Vif-APOBEC3F blk -6%, D2 potentiator 6, LDHA block -4, RXFP1 ag 2.6% and Vif-A3G inh 0%.
N=c1c(C(=O)NCCc2ccccc2)cc2c(=O)n3ccccc3nc2n1CCCN1CCOCC1 was read as D1 PAM -3, D1 antagonist 3, D1 ag -2, GRP78 ERSR act 1%, Vif-APOBEC3F blk 8%, D2 potentiator 11, LDHA block -6, RXFP1 ag 18% and Vif-A3G inh 0%.
For CCOC(=O)c1c(C)nn(-c2ccc(NC(=O)/C=C/C(=O)O)cc2)c1C the results were D1 PAM 3, D1 antagonist -12, D1 ag 1, GRP78 ERSR act -13%, Vif-APOBEC3F blk 14%, D2 potentiator 9, LDHA block 1, RXFP1 ag 3.1% and Vif-A3G inh -1%.
For Cc1ccc2oc(-c3cccc(NC(=O)Cn4cnc5c(=O)n(C)c(=O)n(C)c54)c3)nc2c1 the results were D1 PAM -12, D1 antagonist -5, D1 ag 1, D2 potentiator 3 and RXFP1 ag 3.6%.
COC(=O)c1sccc1S(=O)(=O)N(CC(=O)Nc1cccc(C)c1C)c1ccc(C)c(C)c1 was read as D1 PAM -5, D1 antagonist 3, D1 ag 3, GRP78 ERSR act -3%, Vif-APOBEC3F blk 4%, D2 potentiator -10, LDHA block -1, RXFP1 ag -1.0% and Vif-A3G inh -3%.
For Cc1ncc(N=Nc2ccccc2)c(-c2ccccc2)n1 the results were D1 PAM 0, D1 antagonist 0, D1 ag 4, GRP78 ERSR act -2%, Vif-APOBEC3F blk 3%, D2 potentiator -3, LDHA block -1, RXFP1 ag -1.6% and Vif-A3G inh -8%.
COc1c(Cl)cc(Br)c(OC)c1C(=O)NC(=O)Nc1nc(C)cc(C)n1 was read as D1 PAM 0, D1 antagonist -4, D1 ag 2, GRP78 ERSR act -2%, Vif-APOBEC3F blk -13%, D2 potentiator -3, LDHA block 2, RXFP1 ag 3.0% and Vif-A3G inh -26%.
Cc1cc(C)nc(NN=CC2=C(N3CCOCC3)/C(=C/c3ccc(Cl)cc3)CC2)n1 was read as GRP78 ERSR act -3%, Vif-APOBEC3F blk inconclusive, LDHA block 5 and Vif-A3G inh 0%.
CCN1CCCC1CNC(=O)c1cc(S(=O)(=O)N(C)C)ccc1Cl (stereo not drawn) was read as D1 PAM -2, D1 antagonist 10, D1 ag -1, GRP78 ERSR act -3%, Vif-APOBEC3F blk -2%, LDHA block -6, RXFP1 ag -3.0% and Vif-A3G inh 0%.
Screening CCCOc1ccc(C(=O)CCNC(Cc2c[nH]c3ccccc23)C(=O)O)cc1 (stereo not drawn) returned D1 PAM -1, D1 antagonist 2, D1 ag 1, GRP78 ERSR act -9%, Vif-APOBEC3F blk 0%, D2 potentiator 0, LDHA block 0, RXFP1 ag 1.9% and Vif-A3G inh -4%.
Screening CC(=O)N(C)C[C@H]1Oc2cc(Br)ccc2S(=O)(=O)N([C@H](C)CO)C[C@@H]1C returned GRP78 ERSR act 2%, Vif-APOBEC3F blk -9%, LDHA block 2 and Vif-A3G inh 3%.
`O=C(O)c1ccc(CSc2nnc(SCc3ccccc3)s2)cc1` gave D1 PAM -5, D1 antagonist -47*, D1 ag 2, GRP78 ERSR act 5%, Vif-APOBEC3F blk 1%, D2 potentiator -3, LDHA block -8, RXFP1 ag 0.0% and Vif-A3G inh -4%.
For CCOc1ccc2c(c1)-c1c(ssc1=S)C(C)(C)N2C(=O)CSC1=NCCS1 the results were D1 PAM -2, D1 antagonist -6, D1 ag 0, GRP78 ERSR act -5%, Vif-APOBEC3F blk 3%, D2 potentiator -3, LDHA block 1, RXFP1 ag 1.1% and Vif-A3G inh 0%.
CC1=Nn2c(nnc2-c2cccs2)SC1 was read as D1 PAM 1, D1 antagonist -1, D1 ag 2, GRP78 ERSR act -2%, D2 potentiator -13, LDHA block -2, RXFP1 ag -0.8% and Vif-A3G inh 2%.
CCOC(=O)Cn1c(=NC(=O)C(C)(C)C)sc2cc([N+](=O)[O-])ccc21 was read as D1 PAM -11, D1 antagonist -8, D1 ag 1, GRP78 ERSR act 6%, Vif-APOBEC3F blk 1%, D2 potentiator 5, LDHA block -3, RXFP1 ag 0.2% and Vif-A3G inh -1%.

A draw from above in order of molecular weight, high to low.
Screening CCCOc1ccc(C(=O)CCNC(Cc2c[nH]c3ccccc23)C(=O)O)cc1 (stereo not drawn) returned D1 PAM -1, D1 antagonist 2, D1 ag 1, GRP78 ERSR act -9%, Vif-APOBEC3F blk 0%, D2 potentiator 0, LDHA block 0, RXFP1 ag 1.9% and Vif-A3G inh -4%.
`O=C(O)c1ccc(CSc2nnc(SCc3ccccc3)s2)cc1` gave D1 PAM -5, D1 antagonist -47*, D1 ag 2, GRP78 ERSR act 5%, Vif-APOBEC3F blk 1%, D2 potentiator -3, LDHA block -8, RXFP1 ag 0.0% and Vif-A3G inh -4%.
CC1=Nn2c(nnc2-c2cccs2)SC1 was read as D1 PAM 1, D1 antagonist -1, D1 ag 2, GRP78 ERSR act -2%, D2 potentiator -13, LDHA block -2, RXFP1 ag -0.8% and Vif-A3G inh 2%.
